Source: PubChem
GSK3beta inhib = inhibitors of human GSK3beta kinase | AID 2097 | activity score (negative = inhibition), % at 10 µM | GST-GSK3beta kinase, ADP-Glo luminescence, 60 min; stronger effect = lower value | 300,000 compounds, 0.038% hits | P49841;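 active means more than half of replicate wells score below -50%, meaning over 50% inhibition versus plate controls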;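 further: 0% = median DMSO wells and -100% = median GW8510 positive control wells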
Target sequence (P49841 whole entry, looked up): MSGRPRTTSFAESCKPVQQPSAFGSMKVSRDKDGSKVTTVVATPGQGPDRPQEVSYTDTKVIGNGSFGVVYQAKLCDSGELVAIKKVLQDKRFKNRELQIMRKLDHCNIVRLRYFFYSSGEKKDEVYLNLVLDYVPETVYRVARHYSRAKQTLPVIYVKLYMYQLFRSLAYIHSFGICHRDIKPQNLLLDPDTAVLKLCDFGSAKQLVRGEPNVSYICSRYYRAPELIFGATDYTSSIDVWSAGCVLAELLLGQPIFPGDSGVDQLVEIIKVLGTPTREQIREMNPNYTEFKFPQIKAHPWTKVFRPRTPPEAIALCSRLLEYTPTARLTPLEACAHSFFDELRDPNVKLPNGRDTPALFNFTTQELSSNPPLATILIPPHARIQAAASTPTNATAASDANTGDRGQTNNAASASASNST
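test system = GST-tagged human GSK3beta kinase, cell-free | reagent = 25 µM ATP with peptide substrate | dosing = one dose of 10 µM per compound | schedule = 60 min reaction, RT | detection = luminescent ADP-Glo measurement of ADP formed | control set = DMSO neutral wells and GW8510 at 20 µM as positive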
aSyn UTR inh = 5' untranslated region of α-synuclein, MLPCN primary screen; 300,000 compounds, 0.82% hits; inhibition, % (tested at 7.5 µM); alpha-synuclein 5'UTR reporter, inhibitor activity; in the data active means inhibition above about 60%;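 further: H4 neuroglioblastoma cells stably carrying SNCA 5'UTR luciferase fusion; 0% = DMSO wells and 100% = positive control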
IEC-6 cytotox = counter-screen for KLF5 inhibitors: cytotoxicity in IEC-6 cells; IEC-6 cytotoxicity, luminescence viability; inhibition, % at 5 µM; 290,000 compounds, 0.78% hits; in the data active means inhibition above about 22%;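 further: 0% = plate median of test compound wells and 100% = cytotoxic reference compound wells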
HSF1 inhib = HSF1 inhibition. NIH3T3-HGL HSE-luciferase, MG132-induced, luminescence 8 h; stronger effect = lower value. activity change, negative = inhibition, % at 7.5 µM (by protocol). 300,000 compounds, 0.77% hits. AID 2098;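 active means more than half of replicate wells show activity change below -50%, luminescence cut by over half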;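 further: luciferase reports HSF-1 transcriptional activity via heat shock element; 0% = median of DMSO wells and -100% = zero luminescence signal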
HSP90 inh = HSP90 refolding inhibition in rabbit reticulocyte lysate. inhibition, % at 5.6 µM. luciferase refolding luminescence, 3 h. 290,000 compounds, 0.91% hits;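 active means inhibition above the screen-wide mean plus 3 SD, computed separately per campaign, cut at about 16% in these data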;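 further: 0% = DMSO wells and 100% = 60 µM geldanamycin wells; inhibitors lower the luminescence because luciferase stays unfolded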
HSF1 activator = increases HSF-1 driven luciferase reporter signal; NIH3T3-HGL HSF-1 luciferase reporter, MG132, 8 h; 100% = twice DMSO control signal; activation, % at 9 µM; 300,000 compounds, 1.7% hits;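 active means mean replicate activation of at least 50% with a set share of replicates each reaching 50%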;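 further: 0% = median of the neutral control wells and 100% = twice that signal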
Platelet DG rel = modulates dense granule release in human platelets; human platelet-rich plasma, SFLLRN dense granule ATP release, luminescence; AID 1663; 300,000 compounds, 0.22% hits; inhibition, %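 (compounds screened at 7.5 µM in platelet-rich plasma)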;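 active means mean replicate score, as percent of positive control, at or above 50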
Dyrk1A ADPGlo = inhibitors of rat Dyrk1A kinase. ADP-Glo luminescence, NFATc1 peptide. inhibition, % at 12.5 µM. 310,000 compounds, 0.43% hits. AID 504441; in the data active means inhibition above about 50%;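 further: plate controls were vehicle with enzyme for no effect and no enzyme for full effect; many of its hits are not listed in these tables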
KLF5 inhibitor = suppresses KLF5 promoter-driven expression; DLD-1 KLF5 promoter-luciferase reporter, luminescence; inhibition, % at 5 µM; 290,000 compounds, 0.23% hits; AID 1700;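 active means inhibition above a per-plate limit of that plate's mean compound inhibition plus 3 SD, cut at about 60% in these data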;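 further: 0% = DMSO wells and 100% = LY294002 at 200 µM; higher means less KLF5 promoter-driven luciferase light; inactives centre near -14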
GSK3 alpha inh = human GSK-3 alpha kinase inhibition; P49840; ADP-Glo luminescence, 60 min; inhibition, % at 10 µM; 320,000 compounds, 0.1% hits;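 in the data active means inhibition above about 50%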;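 further: GST-tagged GSK-3 alpha with peptide substrate and 25 µM ATP; 0% = DMSO neutral wells and 100% = GW8510 positive control wells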
Target sequence (P49840 whole entry, looked up): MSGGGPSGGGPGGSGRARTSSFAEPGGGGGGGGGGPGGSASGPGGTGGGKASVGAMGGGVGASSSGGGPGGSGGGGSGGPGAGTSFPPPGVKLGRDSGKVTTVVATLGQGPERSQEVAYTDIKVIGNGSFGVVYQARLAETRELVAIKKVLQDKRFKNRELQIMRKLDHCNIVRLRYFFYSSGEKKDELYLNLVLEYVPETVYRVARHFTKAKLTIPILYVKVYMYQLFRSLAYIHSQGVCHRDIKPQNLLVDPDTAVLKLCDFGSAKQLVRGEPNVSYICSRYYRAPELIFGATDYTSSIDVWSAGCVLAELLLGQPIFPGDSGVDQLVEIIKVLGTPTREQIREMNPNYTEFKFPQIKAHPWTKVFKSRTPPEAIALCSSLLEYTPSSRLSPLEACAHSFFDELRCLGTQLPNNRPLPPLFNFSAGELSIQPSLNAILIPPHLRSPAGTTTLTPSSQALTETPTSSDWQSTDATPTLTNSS
Numbers without * were called inactive; nt = no result given. These rows are one share of the data; rates above refer to the full screens.

SMILES,GSK3beta inhib,aSyn UTR inh,IEC-6 cytotox,HSF1 inhib,HSP90 inh,HSF1 activator,Platelet DG rel,Dyrk1A ADPGlo,KLF5 inhibitor,GSK3 alpha inh
O=c1[nH]c(O)c(C=Nc2ccc(Cl)cc2Cl)c(=O)[nH]1,-2,-11,-2,-1,4,-8,10,-2,-27,nt
Cc1noc(C)c1CSCC(=O)OCC(=O)N1CC(=O)Nc2ccccc21,-1,-7,-2,-1,1,-4,1,2,-24,1
Cc1ccc2cc(/C=N/NC(=O)[C@H]3C[C@@H]3c3ccccc3)c(Cl)nc2c1,-3,-7,3,-4,4,21,0,4,-36,-2
Cc1[nH]c2ccccc2c1C(=O)C(C)OC(=O)c1ccccc1NCCO (centres undefined),-1,5,nt,-3,nt,-7,8,-4,nt,-1
Cc1ccccc1S(=O)(=O)NCc1cccnc1,nt,nt,2,nt,0,nt,nt,1,-16,-1
CCOC(=O)c1ccc(N2C(=O)CC(NC3CCN(C(=O)c4ccc(F)cc4)CC3)C2=O)cc1 (centres undefined),2,-8,-3,-2,0,-8,8,0,9,-1
CCOc1ccc(OCCC(=O)N(CCC(C)C)c2c(N)n(Cc3ccccc3)c(=O)[nH]c2=O)cc1,1,0,nt,-5,nt,4,-2,-5,nt,-2
CCOc1ccc(CCNC(=O)c2cc3sc(Cl)cc3n2C)cc1OCC,2,8,-6,7,-2,19,0,-8,-16,-2
COc1ccccc1NC(=O)Nc1nc(CC(=O)Nc2cc(F)ccc2F)cs1,5,-7,nt,12,nt,27,8,7,nt,-2
Cc1ccc(S(=O)(=O)N2CCC(C(=O)OCC(=O)N(C)C3CCS(=O)(=O)C3)CC2)cc1C (centres undefined),3,2,nt,0,nt,1,2,4,nt,-1
CC/C(=N\NC(=O)c1ccc(N2CCCC2=O)cc1)c1ccccc1,1,11,-3,2,-1,37,-18,-7,-3,-1
Cc1cc(C)nc(Nc2nc3ccccc3o2)n1,-4,-70,-2,21,-4,28,9,-2,-156,2
O=C(CCN1C(=O)/C(=C\c2cccs2)SC1=S)Nc1ccc(C(=O)O)cc1,3,1,-1,0,-2,-2,0,-9,-21,0
Cc1cc(C)n(-c2ccc(C(=O)Nc3ccc4c(c3)OCO4)cc2)n1,1,-173,0,20,-4,36,2,11,-80,-2
CCOc1ccc2[nH]c(=O)c(CN(CCN3CCOCC3)Cc3nnnn3C(C)(C)CC)cc2c1,0,-8,2,8,5,1,4,4,4,-1
OCC1(CCOc2ccccc2)CCN(Cc2ccncc2)CC1,-11,-5,3,0,0,-4,2,nt,2,1
Cc1ccc(/C=C2\SC(=O)N(CCC(=O)N3CCN(C)CC3)C2=O)cc1,6,-55,3,-14,3,-3,-6,-2,-64,3
CC1CCCC(NC(=O)c2ccc(CNc3c(N4CCCC4)c(=O)c3=O)cc2)C1C (centres undefined),-2,-5,-3,0,-4,10,2,8,-27,-1
CC12CCC(C(=O)Nc3cccnc3)(CC1=O)C2(C)C (centres undefined),1,-4,-3,-8,2,3,nt,-3,23,-1
CC(=O)Cc1nsc(NC(=O)c2ccc(COc3cccc(C)c3)o2)n1,-2,-1,2,0,-3,-1,12,-5,-24,-3
O=C(C1=C(O)C(=O)N(CCN2CCOCC2)C1c1cccnc1)c1cc2ccccc2o1 (centres undefined),nt,nt,3,nt,0,nt,nt,2,4,2
COc1cccc(C(=O)Nc2ccccc2C(=O)N2CCCC2)c1,1,3,-15,-1,1,-2,0,19,-14,0
CCN(c1cc(C)cc(C)c1)S(=O)(=O)c1nnc(NC(=O)C(C)(C)C)s1,-1,2,-7,-5,-3,-7,0,3,-12,2
CCN(CC(=O)NC1CC1)S(=O)(=O)c1ccc(C)cc1,3,-7,-1,-1,-2,3,-10,2,-11,-3
COc1ccc(C2CCCN2C(=S)Nc2cccc(C)c2C)cc1OC (centres undefined),2,26,-5,5,-5,8,-2,5,1,0
COc1cc(OC)cc(C(=O)NC(=S)Nc2ccc3oc(=O)ccc3c2)c1,-6,-7,0,-2,4,-9,0,1,-8,-1
Cc1ccc(NC(=O)C(=O)NCC2CCN(C(=O)c3cccc([N+](=O)[O-])c3)CC2)cc1,1,-1,-2,-6,-4,-2,6,2,-29,-2
CCN(CCCNC(=O)CCNC(=O)Cn1cnc2ccccc2c1=O)c1ccccc1,0,5,3,7,-1,27,-6,-7,-14,-2
COc1ccccc1CCNC(=O)C1CCN(C(=O)/C=C/c2ccccc2)CC1,-3,-15,6,9,-3,22,10,-2,-36,-3
Cc1ccc(S(=O)(=O)N[C@@H](CC(C)C)C(=O)N2CCC(C(=O)N[C@H](C(=O)O)C(C)C)CC2)cc1,-1,-15,3,0,-4,-2,-4,6,-38,-3
O=C(NC1CC1)C1=C[C@H](c2c[nH]c3ccccc23)C[C@H](OCCCCO)O1,1,5,nt,-9,nt,-19,-1,10,nt,-2
COc1ccc(CCNC2CC(=O)N(CCc3ccccc3)C2=O)cc1 (centres undefined),7,5,0,-1,4,-21,3,-3,-6,-2
Cc1cc(=O)oc(C)c1C(=O)n1nc(C)c2c1C[C@@H]1[C@H]2C1(C)C,-2,12,-1,-4,7,-1,-2,5,-27,-3
CCN(CC)C(=O)c1cccc(-c2ccc(OC)cc2)c1,2,-35,-1,0,2,13,1,-1,-47,-1
COc1ccc(Cl)cc1NC(=O)CC1CCCC1,nt,9,-6,0,-5,-5,-17,-1,0,0
COc1ccccc1N1CCN(C2CC(=O)N(c3ccccc3)C2=O)CC1 (centres undefined),4,4,8,0,-4,-7,-1,5,-12,0
CC(=O)c1ccc(S(=O)(=O)NCc2cccnc2)cc1,-3,9,2,1,-3,-15,0,-3,-7,0
O=S(=O)(c1cc(C(F)(F)F)ccc1Cl)N1CCCCCC1,-1,21,-4,-2,7,10,11,-4,-21,-2
CC(C)c1ccc(C2CC(=O)c3cnc(N4CCc5ccccc5C4)nc3C2)cc1 (centres undefined),3,-45,-4,17,0,45,8,-5,-1,-1
O=C(Nc1ccc2ncccc2c1)c1cc(Cl)ccc1Cl,-1,-80,4,7,2,27,6,21,-79,1
CC(=O)Nc1cccc(NC(=S)Nc2cccc(Cl)c2C)c1,-1,-26,3,3,0,4,5,4,-18,-2
N#Cc1c[nH]n2c(=O)c3c(nc12)CCCC3,-3,7,3,7,-1,6,6,nt,-45,-2
O=C(Nc1ccccc1Cl)N1CCN(Cc2ccc3c(c2)OCO3)CC1,2,18,9,-6,2,-19,0,-2,-8,5
COc1ccc(/C=N/n2c(COc3ccccc3)n[nH]c2=S)cc1OC,-2,23,-2,3,-4,-1,6,-1,-38,8
Cc1ccc(S(=O)(=O)N(C)CC(=O)NCCCc2ccccc2)cc1,2,-7,-8,-3,-4,-15,14,-4,-34,-2
COc1ccc(CCNC(=O)Cc2ccc([N+](=O)[O-])cc2)cc1OC,2,-13,3,-1,5,5,1,-7,-9,-1
CCN(CC)CCN(C(=O)c1ccc(CN2CCCCC2)o1)C(C(=O)NC1CCCCC1)c1ccc(F)cc1 (centres undefined),0,-36,2,-2,-2,15,-2,-2,-3,1
COc1cc(NC(=O)c2cc3nc(C)cc(C)n3n2)c(OC)cc1Cl,2,-214,0,20,-4,32,-1,-8,-120,0
CCOC(=O)C1C(c2cccc(Cl)c2Cl)NC(=O)NC1(O)C(F)(F)F (centres undefined),0,3,4,-9,1,3,6,-1,-50,-1
COCc1c(Br)c(C)[nH]c(=O)c1C#N,3,-6,5,-5,1,3,30,-1,-24,6

Other records.
SMILES,GSK3beta inhib,aSyn UTR inh,IEC-6 cytotox,HSF1 inhib,HSP90 inh,HSF1 activator,Platelet DG rel,Dyrk1A ADPGlo,KLF5 inhibitor,GSK3 alpha inh
CCOc1ncccc1C(=O)NCCc1ccc(S(N)(=O)=O)cc1,nt,9,-2,-7,1,-5,-1,-2,-9,0
CC(C1CC1)N(Cc1ccccc1)C(=O)NC(=O)c1ccccc1 (centres undefined),1,13,6,-1,-1,-3,18,nt,-14,-2
COCCc1nc2ccc(C(=O)N3CCCC(CCCO)C3)cc2o1 (centres undefined),0,2,0,-5,2,-14,0,-1,-38,-2
Cc1ccc(CC(=O)N2CCN(C(=O)c3ccco3)CC2)cc1,1,9,-2,2,-3,17,5,0,-27,0
Cc1ccc(/C=C/c2nc3ccccc3c(=O)[nH]2)cc1,-1,68*,14,-25,14,-18,45,2,-80,-1
CC1(C(=O)OCC(=O)NC(=O)c2ccccc2)CC1(Cl)Cl (centres undefined),4,7,nt,-3,nt,0,3,15,nt,-2
CC(C)[C@@H](C(=O)N1CCCC1)N1C(=O)N2CCc3c([nH]c4ccccc34)[C@@]2(C)C1=O,6,38,-3,4,1,4,3,4,-3,-1
Cn1c(N)c(C(=O)COC(=O)COc2ccc(C#N)cc2)c(=O)n(C)c1=O,0,-6,0,10,0,18,1,4,11,0
CCOC(=O)C1=C(C)N=C2SCCC(=O)N2C1c1ccc(C(=O)OC)cc1 (centres undefined),3,-2,0,1,-1,0,4,-4,-4,-7
O=S(=O)(c1ccc(F)c(Cl)c1)N1CCCC1,1,22,3,-6,6,1,12,-3,-17,-4
CC1CCCN(S(=O)(=O)c2ccc3[nH]c4c(c3c2)CCCC4)C1 (centres undefined),0,-12,16,3,-2,16,16,-4,-20,-1
O=C(Cc1ccc(Cl)cc1)NCC(=O)N1CCCCCC1,2,9,8,1,3,-11,0,15,-3,0
Cc1ccc(Nc2nc(OC(C(F)(F)F)C(F)(F)F)nc(N3CCOCC3)n2)cc1,0,-15,3,-1,-2,0,-4,1,-30,-1
Cc1ccc(-c2csc(N3CCN(CCCn4c(-c5ccncc5)nc5ccccc54)CC3)n2)cc1,21,27,18,5,3,4,-2,1,-8,-1
CCOC(=O)[C@@H]1[C@H]2COc3cc(OC)ccc3[C@H]2N2C(=O)N(c3cccc(Cl)c3)C(=O)[C@@]12C,-2,7,2,-8,2,-13,0,5,7,0
CS(=O)(=O)N(CC(=O)Nc1ccccc1C(=O)NCc1ccco1)c1ccccc1F,-2,7,1,-3,3,0,14,-2,-26,-4
COc1ccc(N2CC(C(=O)OCC(=O)c3ccccc3)CC2=O)cc1 (centres undefined),0,17,-4,-9,1,-26,0,-6,-9,-1
O=C(O)CNC(=O)c1nc(-c2ccccc2)n(-c2ccccc2)n1,1,-7,14,-4,2,6,11,2,-2,1
COc1ccc(N2C(=NC(C)=O)SC3CS(=O)(=O)CC32)cc1OC (centres undefined),-2,-31,-5,0,-2,-22,-52,3,5,-3
CCOc1ccc(N2C(=O)CC(N)C2=O)cc1 (centres undefined),-4,nt,4,nt,3,nt,nt,1,1,-2
O=c1cc(CSc2nnnn2-c2ccc(O)cc2)nc2sccn12,1,-5,5,2,5,4,24,24,4,1
